Assay outcomes deposited in PubChem BioAssay by Sanford-Burnham Center for Chemical Genomics.
CHOP UPR activ: activators of apoptotic CHOP UPR arm, primary screen, cell-based, CHO-CHOP luciferase reporter, luminescence, uHTS; 0.34% of 330,000 active; UPR activation; percent of tunicamycin response over DMSO baseline; activation, % at 10 µM;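 active means at 10 µM dose, activation of 40% or more, normalized to positive control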;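 further: 100% = tunicamycin at 10 µg/mL and 0% = DMSO alone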
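Assay system: CHO-CHOP cells, stable luciferase reporter of PERK-eIF2a-CHOP signalling / Buffer or medium: F12 plus 10% serum / Compound dosing: one dose, 10 µM in 0.5% DMSO / Times: 6 h compound treatment, 37 °C / Technique: luciferase luminescence / Read-out: % reporter activation, DMSO baseline versus tunicamycin full activation / Benchmarks: tunicamycin and DMSO controls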
tim23-1 inh: growth inhibitors of tim23-1 mutant yeast, primary screen, luminescence, uHTS | S. cerevisiae tim23-1 growth, BacTiter-Glo luminescence, 24 h | inhibition, % at 20 µM | 1.3% of 330,000 active;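 active means growth inhibition of the mutant yeast at or above 50%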;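 further: temperature-sensitive mutant grown at 25 °C; plate controls were DMSO-treated mutant yeast for no effect and medium wells lacking yeast for full effect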
APJ ag: agonists of human apelin receptor APJ, primary screen, CHO-K1 cells, PathHunter beta-arrestin, luminescence; 0% DMSO wells, 100% apelin; P35414; activation, % at 20 µM; 0.11% of 330,000 active;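 active means activation more than six SD over the plate average, tested at 20 µM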;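 further: 0% = DMSO alone and 100% = apelin-13 at 10 nM; some results filed as inactive read as strong as hits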
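Test system: CHO-K1 APJ beta-arrestin complementation cell line. Amount: cell density 1000 per well. Controls: DMSO negative, 10 nM Apelin-13 positive. Signal: luminescent beta-gal fragment complementation, chemiluminescent substrate. Read-out basis: agonist-driven arrestin binding to APJ. Timing: compound stimulation 90 min at 25 °C, detection 60 min.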
Mdm2 MdmX PPI: inhibitors of human Mdm2-MdmX association, primary screen, cell-based, luminescence, split luciferase, SaOS-2, uHTS; 3% of 330,000 active; Protein Mdm4 (Homo sapiens) + E3 ubiquitin-protein ligase Mdm2 (Homo sapiens), …; inhibition, % at 8 µM; SaOS-2 split-luciferase Mdm2/MdmX complementation;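 active means inhibition of at least 50% at 8 µM in the primary screen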
Target sequence (O15151 whole entry, looked up): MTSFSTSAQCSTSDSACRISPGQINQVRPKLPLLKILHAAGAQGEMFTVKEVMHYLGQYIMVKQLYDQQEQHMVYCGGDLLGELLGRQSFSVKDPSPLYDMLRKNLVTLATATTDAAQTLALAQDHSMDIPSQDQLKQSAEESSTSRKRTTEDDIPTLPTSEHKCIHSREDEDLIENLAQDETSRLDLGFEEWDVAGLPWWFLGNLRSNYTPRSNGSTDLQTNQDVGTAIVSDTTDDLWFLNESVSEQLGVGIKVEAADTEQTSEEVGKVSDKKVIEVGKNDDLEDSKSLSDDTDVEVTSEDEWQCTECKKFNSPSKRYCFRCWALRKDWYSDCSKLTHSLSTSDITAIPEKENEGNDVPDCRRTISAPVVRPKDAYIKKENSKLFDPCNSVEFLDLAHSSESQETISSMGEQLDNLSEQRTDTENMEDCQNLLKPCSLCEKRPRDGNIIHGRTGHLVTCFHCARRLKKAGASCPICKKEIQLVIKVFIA
Target sequence (Q00987 whole entry, looked up): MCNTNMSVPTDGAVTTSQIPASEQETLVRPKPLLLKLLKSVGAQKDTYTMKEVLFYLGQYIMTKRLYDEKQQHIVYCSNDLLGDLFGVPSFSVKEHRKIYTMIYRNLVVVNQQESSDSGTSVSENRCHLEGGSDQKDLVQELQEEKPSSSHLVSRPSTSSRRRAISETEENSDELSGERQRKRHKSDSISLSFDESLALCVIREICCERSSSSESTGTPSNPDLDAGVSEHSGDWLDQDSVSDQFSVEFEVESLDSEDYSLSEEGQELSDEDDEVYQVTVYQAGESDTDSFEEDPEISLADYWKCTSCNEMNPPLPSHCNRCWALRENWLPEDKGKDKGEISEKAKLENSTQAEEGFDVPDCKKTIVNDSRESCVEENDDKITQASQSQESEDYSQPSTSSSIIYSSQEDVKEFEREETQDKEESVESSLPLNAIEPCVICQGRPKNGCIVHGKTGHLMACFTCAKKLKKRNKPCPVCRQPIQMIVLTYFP
XBP1 UPR activ: activators of adaptive XBP1 UPR arm, primary screen, cell-based, CHO-XBP1 luciferase reporter, luminescence, uHTS | IRE1-XBP1 UPR activation; percent of tunicamycin response, DMSO as zero | activation, % at 20 µM | 0.33% of 330,000 active | AID 463104, 2010;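 active means versus positive control, 20 µM dose yields 30% or more activation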;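 further: 100% = tunicamycin at 10 µg/mL and 0% = DMSO only wells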
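Assay system: CHO-XBP1 luciferase reporter cells; Schedule: 6 h treatment, 37 °C; Detection: glow luminescence from Steady-Glo reagent; Benchmarks: high control tunicamycin 10 µg/mL final, low control DMSO vehicle only.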
Jurkat NFkB inh: inhibitors of induced NF-kB luciferase reporter, primary screen, TCR NF-kB activation inhibitor project, cell-based, luminescence, uHTS. Jurkat, PMA/ionomycin-induced NF-kB luciferase reporter. inhibition, % at 4 µM. 0.53% of 330,000 active; in the data active means inhibition above about 50%
APJ antagonist: antagonists of human apelin receptor APJ, primary screen, CHO-K1 cells, beta-arrestin complementation, luminescence; inhibition, % at 20 µM; 0.32% of 330,000 active;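 active means inhibition above about 40% at 20 µM, limit read from the data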;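 further: cells challenged with 10 nM apelin-13 agonist together with compound; plate controls were apelin-13 plus DMSO wells for no effect and DMSO wells lacking apelin-13 for full effect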
697 NFkB inh: inhibitors of PMA/ionomycin-induced NF-kB reporter, 697 cells, primary screen, B-cell NF-kB inhibitor project, cell-based, luminescence, uHTS; 697 B-cell NF-kB luciferase reporter, 16 h; inhibition, % at 4 µM; 0.33% of 330,000 active; in the data active means inhibition above about 35%
* hit, by the source's call.

item	mol	CHOP UPR activ	tim23-1 inh	APJ ag	Mdm2 MdmX PPI	XBP1 UPR activ	Jurkat NFkB inh	APJ antagonist	697 NFkB inh
1	O=C(CNC(=O)c1ccc(Br)cc1)c1ccccc1	2.9	10	-2	-53	-3	-113	11	-122
2	COc1cc2cc(CN(Cc3cccs3)C(=S)Nc3cccc(C)c3)c(=O)[nH]c2cc1OC	3.6	18	-3	7	-2	7	14	5
3	CCOc1ccc(NC(C)c2cc(Cl)ccc2O)cc1 (stereo not given)	-1.4	16	2	8	-2	-2	8	6
4	CCNC(=O)N(C(=O)NCC)n1c(C)nnc1C	-0.5	9	-4	-29	-1	-9	-2	24
5	CC(=O)Nc1ccc(NC(=O)CCCSc2nc3ccccc3[nH]2)cc1	0.8	-1	-3	15	-1	21	17	22
6	COc1ccc(CNC(=O)CC2C[C@H](C(=O)N3CCOCC3)[C@@]3(CCC4CCCC4)c4[nH]c5ccccc5c4CCN3C2=O)cc1OC (stereo not given in full)	4.1	10	-3	30	3	14	15	-6
7	C/C(=N\NC(=O)Cc1ccccc1)c1cccnc1	0.8	4	6	6	-1	8	-12	-16
8	CN(C)C(=O)CN1CCN(Cc2nc(CC3CC3)no2)CC1	-0.3	1	1	7	1	9	13	-5
9	O=Cc1cccc(Oc2ncccn2)c1	1.0	4	-2	2	-2	-3	-5	-8
10	CC1=CC=CC2=NC(=O)CC(C)(C(=O)N(CC(=O)NC(C)C)C3CCCC3)N12 (stereo not given)	-1.7	14	0	-9	0	-6	2	6
11	CC(=O)Nc1ccc(NC(=O)CC(C)n2ccnc2)cc1 (stereo not given)	1.9	1	-1	-12	-3	-5	-2	10
12	CCN(C(=O)COC(=O)c1ccc2[nH]c3c(c2c1)CCCC3)C1CCS(=O)(=O)C1 (stereo not given)	-0.6	1	-2	17	0	-3	4	8
13	COc1cc(C(=O)N2CCc3ccccc32)ccc1OCc1c(C)noc1C	0.6	11	-4	-18	-2	11	-15	16
14	COCCOc1ccc(C(F)(F)F)cc1NC(=O)COC(=O)c1ccc(N2CCCC2=O)cc1	-0.1	8	10	18	-2	-1	3	-4
15	O=C(O)c1cccc(NS(=O)(=O)c2ccc3c4c(cccc24)C(=O)N3)c1	1.6	-2	-2	3	-2	0	22	11
16	CC(C)Cc1cc(C(=O)Nc2ccc(F)cc2F)no1	5.5	13	3	-34	2	-83	4	5
17	CCC(C)NC(=O)CSc1nc2ccccc2c(=O)n1CCCN1CCCCC1 (stereo not given)	1.7	-12	1	12	-3	-6	20	2
18	COc1ccc(C2=Nn3c([n+](C)c4ccccc43)SC2)cc1	-0.1	26	-2	60*	2	54*	4	25
19	CCOC(=O)C1=C(Cn2cnc3ccccc32)NC(=O)NC1c1ccc(OC)cc1 (stereo not given)	0.2	10	0	-6	1	5	5	-1
20	O=C1[C@@H]2C(c3cccnc3)=NO[C@@H]2C(=O)N1c1ccc(Cl)cc1Cl	0.7	8	-3	-21	2	-4	16	11
21	COc1cccc(C(=O)NC(=S)Nc2ccc3c4c(cccc24)CC3)c1	1.7	26	-9	6	-2	8	24	-1
22	CCOC(=O)c1ccccc1NC(=O)c1ccc2nc[nH]c2c1	-0.2	30	-3	16	15	-26	-3	-5
23	Cc1ccc(C)c(NC(=S)NCCc2ccc(F)cc2)c1	1.1	24	-1	19	-1	2	2	2
24	CC(C)(C)C(=O)NC1CC2CCCC(C1)N2C(=O)Nc1ccccc1Cl (stereo not given)	1.2	8	-1	0	-3	2	-10	-3
25	CC(=O)c1ccc(N2CCN(C(=O)CCCn3c(=S)[nH]c4cc5c(cc4c3=O)OCO5)CC2)cc1	0.4	3	-4	14	7	19	9	7
26	Cc1c(C(=O)N2CCCC2)c(S(=O)(=O)Nc2cccc(Br)c2)c(C)n1C	-2.2	7	-3	11	-6	5	-4	0
27	COc1ccc(NC(=O)CC(=O)Nc2ccc(OC)cc2OC)c(OC)c1	-2.9	14	-2	18	7	6	-4	-8
28	COc1ccc(Br)cc1-c1noc(-c2ccccc2)n1	-0.6	20	-8	25	6	0	0	15
29	CCOC(=O)C1=C(C)N(C2CCCCC2)C(=O)C1	-3.3	21	-5	11	-2	-14	22	-39
30	Cc1cccc2sc(N(CCCN(C)C)C(=O)c3nc4ccccc4s3)nc12	3.2	15	-3	5	1	0	9	19
31	O=c1sc(N2CCN(c3ccccc3F)CC2)nc2ccsc12	5.0	1	-7	-151	0	-104	4	-185
32	Cc1cccc(N(CC(=O)N2CCCC2)S(C)(=O)=O)c1	-0.8	3	1	9	-1	-1	-23	-9
33	NS(=O)(=O)c1ccc(NC(=O)CN2CCN(S(=O)(=O)c3cccs3)CC2)cc1	-0.1	7	-2	23	3	8	18	4
34	CCOC(=O)N1CCN(C(=O)CS(=O)(=O)c2cn(Cc3ccccc3C)c3ccccc23)CC1	0.9	2	0	-3	4	7	3	-7
35	Cc1ccc(CNC(=O)CSc2nc(C)cc(C)c2C#N)cc1	-1.3	0	2	14	0	-6	-8	-31
36	COC(=O)Nc1ccc(S(=O)(=O)N2CCCCCC2)cc1	-1.1	5	-3	6	2	10	5	8
37	CCOC(=O)/C(=N\Nc1ccc(C(C)=O)cc1)c1csc(Nc2ccccc2)n1	7.4	15	-1	23	46*	-1	11	-57
38	Cn1c(-c2cc3ccccc3oc2=O)nc2ccccc21	8.3	16	-2	-10	2	-30	0	-49
39	CC(C)NS(=O)(=O)c1ccc(OCC(=O)N(C)Cc2ccccc2)cc1	1.3	-3	-5	3	1	5	-22	15
40	Cc1csc(NC(=O)COc2ccc3c(c2)CCC3)n1	3.0	25	0	-49	2	-68	-2	-10
41	C#CCN(Cc1ccco1)C(=O)c1cc(COc2ccc(F)cc2Cl)on1	0.5	15	-1	11	0	15	24	7
42	Cc1nn(CC(=O)c2ccc(Br)s2)c(C)c1[N+](=O)[O-]	0.8	24	-2	-22	-1	12	-12	20
43	COc1cc(C(=O)NC2CCCCCCC2)cc(OC)c1OC	-0.1	6	0	28	-2	-1	2	-12
44	COc1cc2ccccc2cc1C(=O)Nc1ccc(N2CCN(C)CC2)cc1	5.5	19	3	-17	5	-149	1	-159
45	O=c1c2ccccc2oc2nc(-c3ccco3)n(Cc3ccccc3)c(=O)c12	1.3	15	-3	-21	0	-3	13	-17
46	CCOC(=O)C1=C(CN2CCN(c3ccc(F)cc3)CC2)NC(=O)NC1c1cccs1 (stereo not given)	-1.7	22	-3	6	-1	-5	-1	-27
47	CS(=O)(=O)Nc1ccc(-c2cn3cccnc3n2)cc1	1.1	3	0	29	2	-23	-43	-1
48	CC1Cc2cc(S(=O)(=O)NCc3ccccc3)ccc2N1C(=O)C1CCC1 (stereo not given)	-0.5	18	0	-2	-3	8	4	-26
49	c1ccc(-c2ccccc2OCCCCn2ccnc2)cc1	-1.3	-56	3	3	-3	-1	1	-8
50	Cc1cc(-c2ccccc2)nc(Cl)c1C#N	1.7	11	-1	-11	0	-6	-1	0
51	CC(C)(C)OC(=O)NCCCCCNC(=O)c1nc[nH]c1C(=O)NCc1ccc(CNC(=O)OC(C)(C)C)cc1	-0.4	13	12*	54*	-4	8	-22	-26
52	COc1ccc2nc(SCC(=O)NCC(F)(F)F)[nH]c2c1	1.1	13	-1	10	-2	-6	-12	3
53	C=CCc1cc(Cl)ccc1OCCNCCCOC	-1.1	-2	-2	15	-1	-1	5	18
54	COCCCNC(=O)CC(=O)N/N=C\c1ccc(SC)cc1	-1.2	4	-2	-13	-1	9	11	21
55	COC(=O)Nc1ccc(S(=O)(=O)NNC(=O)c2c(O)c3ccccc3[nH]c2=O)cc1	-0.3	-4	-4	36	0	5	6	8
56	COc1ccc(Cn2c(C)nnc2-c2cnn(C)c2N)cc1OC	0.0	5	-6	11	-1	-13	2	19

(next part)
item	mol	CHOP UPR activ	tim23-1 inh	APJ ag	Mdm2 MdmX PPI	XBP1 UPR activ	Jurkat NFkB inh	APJ antagonist	697 NFkB inh
57	CCOc1ccc(S(=O)(=O)Nc2ccccn2)c2ccccc12	1.6	13	-2	14	-1	-13	-13	-2
58	Cc1ccc(N=Cc2cc3c(cc2[N+](=O)[O-])OCO3)cc1[N+](=O)[O-]	3.8	8	0	9	2	0	-22	-16
59	CCn1nc(C)c(NC(=O)/C=C/c2cnn(C)c2)c1C	0.2	7	-4	7	-1	5	2	15
60	O=C(Nc1ccccc1)Nc1nc(-c2ccc(F)c(F)c2)cs1	1.8	-6	1	29	3	-16	-8	-38
61	CC(=O)C1C(c2ccc(F)cc2)NC(=O)NC1(O)C(F)(F)F (stereo not given)	3.3	11	0	-22	0	31	11	-25
62	CCNc1nc(Oc2ccc(=O)[nH]n2)nc(SC)n1	1.4	42	-1	21	-3	6	-3	30
63	Nc1nonc1C(=O)NCCNC(=O)c1cccc(Cl)c1	-0.1	5	1	19	-5	-12	13	13
64	COCCCNC(=S)N/N=C/c1ccc(OC)cc1	2.0	30	-2	2	-1	0	3	1

Profiles, looked up by structure.
Nc1nonc1C(=O)NCCNC(=O)c1cccc(Cl)c1 as listed: CHOP UPR activ = -0.1; tim23-1 inh = 5; APJ ag = 1; Mdm2 MdmX PPI = 19; XBP1 UPR activ = -5; Jurkat NFkB inh = -12; APJ antagonist = 13; 697 NFkB inh = 13
CC(=O)C1C(c2ccc(F)cc2)NC(=O)NC1(O)C(F)(F)F (stereo not given) as listed: CHOP UPR activ = 3.3; tim23-1 inh = 11; APJ ag = 0; Mdm2 MdmX PPI = -22; XBP1 UPR activ = 0; Jurkat NFkB inh = 31; APJ antagonist = 11; 697 NFkB inh = -25

(continued)
item	mol	CHOP UPR activ	tim23-1 inh	APJ ag	Mdm2 MdmX PPI	XBP1 UPR activ	Jurkat NFkB inh	APJ antagonist	697 NFkB inh
65	CC(C)c1nnc(NC(=O)CCC(=O)NCc2ccccc2Cl)s1	-0.1	3	1	16	-1	6	-5	11
66	CCOC(=O)c1cc2ccc3ccccc3c2s1	2.3	23	-4	-249	1	-105	21	-96
67	O=C(Nc1ccc(C(=O)N2CCCC2)cc1)c1ccccc1[N+](=O)[O-]	-0.1	7	-5	-18	0	-18	-25	7
68	COc1cccc(-n2nnc3c(=O)n(C/C=C/c4ccccc4)cnc32)c1	0.0	0	3	32	-5	13	4	10
69	Cc1cc(C(=O)OCC(=O)Nc2ccc(F)cc2)c(C)o1	-0.5	13	2	13	0	-4	-29	-4
70	Cn1c(N)c(C(=O)CSc2nnc(-c3c[nH]c4ccccc34)n2C2CC2)c(=O)[nH]c1=O	1.3	8	-1	-18	2	-6	-6	16
71	Cc1cc(C)c(S(N)(=O)=O)c(C)c1N(C)S(=O)(=O)c1ccccc1	0.3	2	-2	-21	1	5	-8	0
72	Fc1cnc(N2CCc3ccccc32)nc1N1CCc2ccccc21	2.2	-3	-2	-2	8	-65	8	-1
73	COc1ccc(-c2nnc(SCC(=O)N(C)C3CCS(=O)(=O)C3)n2C(C)C)cc1 (stereo not given)	-2.1	-2	-6	17	-4	-8	-1	10
74	COc1ccc(C(=O)Nc2sc(C)c(C)c2CN2CC(C)OC(C)C2)cc1 (stereo not given)	3.6	9	-4	-23	3	-36	14	-58
75	CC(=O)N1CCc2cc(S(=O)(=O)NCc3ccc(C)cc3)ccc21	0.6	12	-1	40	-3	10	-7	-26
